# SENP8 block-1: blocks the human protease SENP8 | AID 2540 | Q96LD8 | 1.2% of 330,000 active | inhibition, % at 10 µM | purified SENP8, Z-RLRGG-aminoluciferin cleavage, luminescence; in the data active means inhibition above about 50%
# Target sequence (Q96LD8 whole entry, looked up): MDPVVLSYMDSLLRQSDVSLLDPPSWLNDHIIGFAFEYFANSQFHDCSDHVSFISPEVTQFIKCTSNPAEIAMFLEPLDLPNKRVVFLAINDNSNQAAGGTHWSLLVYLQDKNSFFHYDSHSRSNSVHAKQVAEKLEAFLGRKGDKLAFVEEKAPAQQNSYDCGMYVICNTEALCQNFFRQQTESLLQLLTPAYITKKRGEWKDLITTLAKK
# HKDC1 inh: inhibitors of human hexokinase HKDC1; recombinant HKDC1, G6PDH/diaphorase resazurin coupled fluorescence; Q2TB90; inhibition, % at 20 µM; 0.16% of 340,000 active;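 active means inhibition above about 35% when tested at 20 µM, limit read from the data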;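 further: plate controls were DMSO wells with enzyme for no effect and DMSO wells lacking enzyme for full effect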
# Target sequence (Q2TB90 whole entry, looked up): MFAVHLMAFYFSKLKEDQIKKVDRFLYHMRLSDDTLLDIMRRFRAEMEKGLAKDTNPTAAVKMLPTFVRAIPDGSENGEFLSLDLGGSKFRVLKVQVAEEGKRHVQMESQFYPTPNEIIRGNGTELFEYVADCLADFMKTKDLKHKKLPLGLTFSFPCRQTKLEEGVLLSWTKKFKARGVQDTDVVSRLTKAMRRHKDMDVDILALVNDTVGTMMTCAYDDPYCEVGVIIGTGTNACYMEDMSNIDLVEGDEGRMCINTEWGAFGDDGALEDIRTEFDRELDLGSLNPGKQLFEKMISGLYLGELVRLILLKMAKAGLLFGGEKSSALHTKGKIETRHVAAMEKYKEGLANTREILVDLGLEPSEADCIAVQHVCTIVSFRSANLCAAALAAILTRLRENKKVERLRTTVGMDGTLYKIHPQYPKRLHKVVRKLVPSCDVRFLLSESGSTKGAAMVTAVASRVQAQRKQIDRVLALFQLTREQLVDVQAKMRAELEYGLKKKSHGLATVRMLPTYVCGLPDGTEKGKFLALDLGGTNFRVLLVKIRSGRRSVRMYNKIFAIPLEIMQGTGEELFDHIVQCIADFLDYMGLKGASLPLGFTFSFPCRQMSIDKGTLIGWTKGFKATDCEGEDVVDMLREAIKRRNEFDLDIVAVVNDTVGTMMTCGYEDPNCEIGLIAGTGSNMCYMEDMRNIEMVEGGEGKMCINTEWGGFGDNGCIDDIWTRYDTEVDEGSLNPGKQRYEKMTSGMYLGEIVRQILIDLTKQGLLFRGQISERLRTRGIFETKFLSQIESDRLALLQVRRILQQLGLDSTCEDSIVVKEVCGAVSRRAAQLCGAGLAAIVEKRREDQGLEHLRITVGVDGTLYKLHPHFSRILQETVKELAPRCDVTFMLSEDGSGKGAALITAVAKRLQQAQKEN
#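 Material: recombinant HKDC1 hexokinase; Amount: HKDC1 at 5 µg/mL; Medium: Tris pH 8.0 buffer with MgCl2, Tween-20, BSA, BME; Schedule: 90 min reaction incubation at room temperature, dark; Technique: coupled resazurin fluorescence, excitation 525 nm, emission 613 nm.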
# SENP8 block-2: SENP8 (human) protease inhibition. recombinant SENP8, Nedd8 substrate fluorescence. AID 602440. Q96LD8. inhibition, % at 20 µM. 0.64% of 360,000 active; in the data active means inhibition mostly above about 40%, no sharp cut-off; inactive means mostly below about 27%
# PfGluPho inh: PfG6PD (Plasmodium falciparum) enzyme inhibition; PfGluPho enzyme, NADPH resazurin-diaphorase fluorescence; inhibition, % at 20 µM; 0.78% of 350,000 active;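 active means inhibition reaching at least a set limit at 20 µM in the primary screen, cut at about 59% in these data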;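 further: 0% = DMSO wells with substrate and 100% = DMSO wells lacking glucose-6-phosphate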
# SENP6 block: SENP6 protease inhibition; Q9GZR1; Recombinant SENP6 catalytic domain, aminoluciferin luminescence; inhibition, % at 10 µM; 1.8% of 330,000 active; AID 2599;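 active means inhibition above about 50% at the single tested dose, limit read from the data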;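 further: plate controls were DMSO wells with enzyme for no effect and DMSO wells lacking enzyme for full effect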
# SENP7 block: inhibitors of human SENP7 protease. recombinant SENP7, Z-RLRGG-aminoluciferin luminescence, 40 min. inhibition, % at 5 µM. 1.5% of 330,000 active;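 active means inhibition above about 50% at the single test dose, limit read from the data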;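 further: plate controls were DMSO with enzyme for no effect and no enzyme buffer wells for full effect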
# SENP1 inh: inhibitors of human SENP1 SUMO protease catalytic domain | Q9P0U3 | recombinant SENP1 catalytic domain, CyPet-SUMO1-YPet FRET cleavage | inhibition, % at 10 µM | 0.21% of 360,000 active | AID 624204;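 active means inhibition at least 30% at 10 µM, raw YFP signal under a set limit, fluorescence ratio 0.5 to 1.5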;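 further: 0% = enzyme with DMSO and 100% = no enzyme wells; some results filed as inactive read as strong as hits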
#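 Material: hSENP1 catalytic domain, recombinant; medium: Tris pH 8 with BME, BSA, NP40 and catalase; compound: single concentration of 10 µM compound, 0.5% DMSO final; technique: FRET read of cyan and yellow fluorescence; timing: 50 min enzyme reaction, room temperature, light-protected; reagent: SFCypet-SUMO1-SFYpet substrate at 25 nM; control set: no-enzyme low, enzyme-DMSO high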
# Apaf1 inhib: human Apaf-1 inhibition; AID 489030; 0.71% of 330,000 active; reconstituted apoptosome caspase-3 activity, DEVD-Rh110 fluorescence; O14727; inhibition, % at 20 µM; active means inhibition of at least 40% at 20 µM;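 further: plate controls were DMSO wells for no effect and DEVD-CHO caspase inhibitor wells for full effect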
#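 Material: biochemical Apaf-1 apoptosome reconstitution. Medium: Hepes buffer, pH 7.5. Also added: cytochrome c activation, bis-DEVD rhodamine 110 substrate. Timing: 30 min compound preincubation, 50 min activation, room temperature. Measured by: rhodamine 110 fluorescence at Ex 480/Em 540 nm.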
# Numbers without * were called inactive; i = inactive; . = no result given.
SMILES,SENP8 block-1,HKDC1 inh,SENP8 block-2,PfGluPho inh,SENP6 block,SENP7 block,SENP1 inh,Apaf1 inhib
O=C(NCc1ccc(F)cc1)C1CC(=O)N(C2CCCCC2)C1 (stereo unspecified),-6,2,6,-20,11,9,1,3
COc1ccccc1C(=O)NCCC(=O)NCC(c1ccccc1)N(C)C (stereo unspecified),-6,-6,-4,-14,-3,5,-1,22
COc1ccc(C(=O)c2cnc3ccccc3c2-c2ccccc2)cc1,9,4,16,-17,17,3,1,15
Clc1cccc2sc(N3CCN(c4ccccc4)CC3)nc12,-3,-3,14,13,-21,1,2,4
O=C(NCc1ccccc1)c1onc(CSc2ccccn2)c1C(=O)NCc1ccccc1,-4,-2,2,8,3,4,0,17
CCOc1ccc(S(=O)(=O)NCc2ccc3c(c2)OCO3)cc1NC(C)=O,2,-2,-1,23,7,3,3,-3
CC(=O)C1=C(O)C(=O)N(c2ccc(Br)cn2)C1c1ccccc1[N+](=O)[O-] (stereo unspecified),-5,1,-36,-5,8,-1,3,0
Cc1cccc(C(=O)N2CCCC(Nc3ccc(C(C)C)cc3)C2)n1 (stereo unspecified),-4,3,12,-3,1,0,1,-6
Cc1cccc(NC(=O)C2CCN(C(=O)c3ccccc3C)CC2)n1,-1,-5,11,15,-5,1,-3,-6
COc1cc(/C=N/Nc2nncn2N)ccc1OCc1c(C)no[n+]1[O-],3,3,23,82*,-8,4,3,-4
CC(C)=CCOc1ccc2ccc(=O)oc2c1,-6,-4,-142,3,14,4,0,16
Cc1ccc(C(c2nnnn2CC2CCCO2)N2CCN(c3cccc(C)c3C)CC2)cc1 (stereo unspecified),-1,1,7,18,-14,-4,4,21
CN1CCN(c2nc3ccccn3c(=O)c2/C=C(\C#N)S(=O)(=O)c2ccc(Cl)cc2)CC1,-12,-2,-47,12,-37,-8,-30,11
COc1ccc(C(=O)CSc2nnn(-c3cccc(NC(C)=O)c3)n2)cc1,-9,-4,5,13,-24,7,2,-13
COC(=O)CNC(=O)C1Nc2ccccc2C2C=CCC12 (stereo unspecified),-7,7,-50,22,16,13,-55,12
Cc1ccnc(NC(c2ccsc2)c2ccc3ccc(C)nc3c2O)c1 (stereo unspecified),-11,-13,10,1,-27,-2,0,17
CCc1c(C(=O)O)[nH]c2ccc(Br)cc12,2,8,8,-17,4,4,2,-16
O=C(O)CC1=C(c2ccc(F)cc2)CCC1=O,1,-11,10,-9,1,3,2,-5
CCOc1ccc(S(N)(=O)=O)cc1-c1nc2c(C(C)(C)C)nn(C)c2c(=O)[nH]1,-3,-2,0,21,-9,3,0,-3
CC1=NN(C(=O)c2ccccc2C)C(O)(c2ccc(Cl)cc2)C1 (stereo unspecified),-3,-1,12,-7,5,-6,1,-12

# Brought forward from above: 3 compounds, then new ones.
SMILES,SENP8 block-1,HKDC1 inh,SENP8 block-2,PfGluPho inh,SENP6 block,SENP7 block,SENP1 inh,Apaf1 inhib
O=C(O)CC1=C(c2ccc(F)cc2)CCC1=O,1,-11,10,-9,1,3,2,-5
CCOc1ccc(S(N)(=O)=O)cc1-c1nc2c(C(C)(C)C)nn(C)c2c(=O)[nH]1,-3,-2,0,21,-9,3,0,-3
CC1=NN(C(=O)c2ccccc2C)C(O)(c2ccc(Cl)cc2)C1 (stereo unspecified),-3,-1,12,-7,5,-6,1,-12
NS(=O)(=O)c1ccc(CCNC(=O)CSc2nc3ccsc3c(=O)n2C2CC2)cc1,9,4,4,-25,2,8,-4,1
CCCCNC(=O)CCn1nc(-c2ccccc2)c2ccccc2c1=O,3,-6,4,1,-19,2,1,2
O=C(COc1ccc(Cl)cc1Cl)N/N=C/CCc1ccccc1,0,-9,25,1,-11,6,0,6
COC(=O)c1sc2[nH]c(=S)n(N)c(=O)c2c1C,.,-12,-57,35,.,.,-3,.
COc1cc(NC(=O)Cn2nc(C(F)(F)F)c3c2CCCC3)cc(OC)c1OC,1,1,18,-6,-5,2,0,13
NC(C(=O)O)C1ON=C(Cl)C1O (stereo unspecified),.,-1,2,11,.,.,-6,.
COc1cc([N+](=O)[O-])cc(/C=N/N(CCC#N)C(C)=O)c1O,0,5,20,13,0,9,4,11
COc1ccccc1Nc1nc(NCCCN(C)C)nc(N)c1[N+](=O)[O-],-2,0,20,1,-5,-7,0,-6
NCCCCCNC(=O)c1nc[nH]c1C(=O)NCC(=O)OCc1ccccc1,-4,1,20,14,-9,-2,1,3
CNC(=O)c1ccsc1NC(=O)C1CCN(S(=O)(=O)c2cccs2)CC1,1,1,14,3,-25,11,-2,-5
CCOc1ccc(-c2nn3c(-c4ccccc4)nnc3s2)cc1,6,-9,3,26,-13,1,2,15
CCOCc1nnc(NC(=O)C2CC(=O)N(CCc3ccc(F)cc3)C2)s1 (stereo unspecified),-4,-7,2,4,-5,-2,2,0
CS(=O)(=O)c1ccc(Cl)c(NC(=O)CCCc2nc3ccccc3c(=O)[nH]2)c1,22,-6,8,-3,11,-3,2,1
COc1ccccc1CNC(=O)CN(C)S(=O)(=O)c1ccc2c(c1)n(C)c(=O)c(=O)n2C,-4,6,-47,12,-5,0,-2,3
COc1ccc(OCCC(=O)OCC(=O)NCc2ccco2)cc1,9,5,9,6,3,0,-3,7
COc1ccc(OC)c(-c2nc(C(N)=O)c3[nH]c(=O)n(-c4ccc(F)cc4)c3n2)c1,-4,-6,-47,-5,-16,-2,0,0
Cc1cccc(C)c1NC(=O)COC(=O)c1ccc(N2CCCC2)c([N+](=O)[O-])c1,3,-6,4,1,-9,1,3,10
COC(=O)c1ccc(C(=O)NC2CCCc3c2cnn3-c2ccc(C)c(C)c2)cc1 (stereo unspecified),3,-2,-7,15,-21,11,-1,6
O=C(Cn1cnc2c(cnn2-c2ccc(F)cc2)c1=O)NCc1ccco1,-5,-11,11,-23,-25,-2,0,-6
CC(OC(=O)CCCN=C1NS(=O)(=O)c2ccccc21)C(=O)Nc1ccc(F)c(F)c1F (stereo unspecified),-5,2,4,-9,5,2,4,5
Cc1cc(NC(=O)CCC(=O)N(c2ccc(F)cc2)C2(C(=O)NC3CCCCC3)CCCC2)no1,3,1,9,-12,-10,9,3,33
CSc1oc(-c2ccco2)nc1S(=O)(=O)c1ccccc1,-5,-4,-38,-1,4,-7,-3,-4
Cc1oc(-c2ccccc2F)nc1CSCC(=O)NC1CC1,7,-1,2,5,1,1,2,-3
CCOc1ccc(CNc2ccc(N3CCOCC3)c(C(=O)O)c2)cc1,3,-3,-143,-1,8,4,0,-3
Cc1cc(C)cc(OCC(=O)OCC(=O)N2CC(=O)Nc3ccccc32)c1,-5,-5,10,6,-7,-4,0,8
CC(C)C1Oc2ccccc2N(CC(=O)N(Cc2ccccn2)C2CC2)C1=O (stereo unspecified),-6,-6,18,-2,7,7,0,7
O=C(NCc1ccccc1F)C(=O)NCC1CCCN1S(=O)(=O)c1ccccc1 (stereo unspecified),3,-3,-1,14,6,2,-3,11
O=C(CCC(=O)c1cccs1)NCc1ccc(F)cc1,-2,-5,-4,-11,-9,-4,-1,-15
Cn1c(N)c(C(=O)COC(=O)/C=C/c2cccc(Br)c2)c(=O)n(C)c1=O,-7,-2,15,5,-4,0,-1,17
O=C(NCCc1ccccc1)c1ccnc(/C=N/O)c1,-15,-11,15,-1,-29,-2,3,-10
O=[N+]([O-])c1ccc2nc(CN3CCCCC3)[nH]c2c1,0,1,10,2,-15,0,3,-6
C/C(=N\NC(=O)C(c1ccncc1)N1CCOCC1)c1ccc(Br)cc1 (stereo unspecified),1,-7,14,-6,6,11,-1,-8
O=c1cc(Br)c(O)c(Br)cc1Br,.,17,27,54,.,.,-1,.
Cc1nc2scc(C)n2c(=O)c1S(=O)(=O)NCc1ccc(F)cc1,2,-4,-326,-14,2,15,1,5
O=C(CCc1ccc(S(=O)(=O)N2CCOCC2)cc1)Nc1ccc(F)c(F)c1F,10,-4,6,-8,-6,1,3,-4
CCCn1c2ccccc2c2nnc(SCc3[nH]c(=O)[nH]c3C(=O)CCCCC(=O)OCC)nc21,-1,5,20,21,-4,7,4,15
C/C(N)=C(/C#N)C(=O)CSc1nn(-c2ccc(Cl)cc2)c(=S)s1,-1,-1,1,-1,-2,-2,-2,3
O=C(COC(=O)c1c(Cl)cccc1Cl)NC1CCCCC1,-4,-5,13,-9,-7,2,-1,-3
Cc1cc(C(=O)OCC(=O)NNC(=O)c2cccs2)ccc1[N+](=O)[O-],-4,3,10,-5,-17,-17,1,1
COc1ccc(/C=C/C(=O)Nc2ccccc2C(F)(F)F)cc1OC,4,-2,-335,-3,-4,-1,0,3

# Whole records, looked up by structure. Order of values: SENP8 block-1	HKDC1 inh	SENP8 block-2	PfGluPho inh	SENP6 block	SENP7 block	SENP1 inh	Apaf1 inhib
# Profile of `C/C(=N\NC(=O)C(c1ccncc1)N1CCOCC1)c1ccc(Br)cc1` (stereo unspecified) = 1	-7	14	-6	6	11	-1	-8
# Profile of `COc1ccc(/C=C/C(=O)Nc2ccccc2C(F)(F)F)cc1OC` = 4	-2	-335	-3	-4	-1	0	3
# Profile of `Cc1cc(C(=O)OCC(=O)NNC(=O)c2cccs2)ccc1[N+](=O)[O-]` = -4	3	10	-5	-17	-17	1	1
# Profile of `O=C(COC(=O)c1c(Cl)cccc1Cl)NC1CCCCC1` = -4	-5	13	-9	-7	2	-1	-3
# Profile of `CCCn1c2ccccc2c2nnc(SCc3[nH]c(=O)[nH]c3C(=O)CCCCC(=O)OCC)nc21` = -1	5	20	21	-4	7	4	15

# Next section:
SMILES,SENP8 block-1,HKDC1 inh,SENP8 block-2,PfGluPho inh,SENP6 block,SENP7 block,SENP1 inh,Apaf1 inhib
O=C(OCC(F)(F)C(F)F)c1ccccc1C(=O)Oc1ccc(F)cc1F,-8,1,10,24,-11,5,2,-10
Cc1ccc(S(=O)(=O)Nc2cnn(-c3ccccc3)c(=O)c2Cl)cc1,0,-2,-1,2,-5,6,1,2
O=C(CN1CCN(c2ccc(F)cc2)CC1)Nc1ccc2c(c1)OCCO2,0,-1,6,-2,-6,-6,0,1
COc1cc(C2C(C#N)=C(N)Oc3c2ccc2ccccc32)ccc1OCC(=O)Nc1ccc(C)cc1 (stereo unspecified),-4,19,-388,-9,-8,2,-25,2
O=[N+]([O-])c1cc(-c2nnc(Nc3ccccc3)c3ccccc23)ccc1N1CCOCC1,3,5,11,-7,5,10,4,14
Cc1ccc(S(=O)(=O)N(C)CC(=O)OCC(=O)N2CCN(c3ccccc3)CC2)cc1,-1,10,12,-23,-6,-2,0,8
CCCCn1c(N)c(N(C(=O)CSc2nnnn2-c2ccccc2C)C2CCCC2)c(=O)[nH]c1=O,-2,-2,-3,6,-20,-10,-1,6
Cc1c(NC(=O)C(C)OC(=O)c2ccc([N+](=O)[O-])s2)c(=O)n(-c2ccccc2)n1C (stereo unspecified),54*,-5,48*,3,58*,15,3,24
CSc1nc(C)cc(Oc2ccc(=O)n(C)n2)n1,-12,0,3,-8,-2,-4,3,-6
CC(C)C1NC(C(=O)O)Cc2c1[nH]c1ccccc21 (stereo unspecified),-7,-3,i,0,9,12,-83,12
CCn1c2ccccc2c2cc(/C=C(/C#N)C(N)=S)ccc21,.,3,-140,32,.,.,-43,.
CCCS(=O)(=O)Nc1ccc(N2CCCCC2)c(S(=O)(=O)Nc2ccccc2OC)c1,4,4,-10,30,-5,-5,0,16
CCN1C(=O)/C(=C2/C=CC=CN2C)OC1=S,-6,11,9,4,3,1,1,-5
CCOC(=S)SCc1cn2ccccc2n1,-11,-12,4,0,-9,-1,-3,-4

# Screening results as filed in PubChem.

# This is a random part of the collection (roughly 3.6% active in at least one column).
